Screens deposited in PubChem BioAssay by Broad Institute.
EWS-Fli block: EWS/Fli transcriptional activity inhibition; A673 NR0B1-luciferase reporter, viability-normalised; inhibition, % at 12.6 µM; 350,000 compounds, 0.67% hits;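 active means mean inhibition of at least 50% after viability correction, with every replicate also passing that limit; inconclusive means mean reaches 50% but only one of two replicates passes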;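 further: firefly luciferase signal divided by Alamar Blue viability fluorescence both relative to DMSO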
PAX8 inh HTS: inhibitors of PAX8 transcriptional activity in RMG-I cells | RMG-I TPO-luciferase reporter, SteadyGlo, 24 h | inhibition, % at 12.6 µM | 360,000 compounds, 1.2% hits;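 active means mean replicate inhibition at least 60% with every replicate also reaching 60%; inconclusive means only one of the two criteria is met; inactive means mean below 60% and not all replicates reaching 60%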;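 further: luciferase light reporting Pax8 driven TPO promoter activity; plate controls were median of neutral control wells for no effect and mitoxantrone controls for full effect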
SIRT5 inh: sirtuin-5 (human) deacylase inhibition. AID 652115. 330,000 compounds, 1.1% hits. Q9NXA8. inhibition, % at 15 µM. Purified SirT5, succinyl-peptide AMC, trypsin-coupled fluorescence; in the data active means inhibition above about 15%; inconclusive means no clear call, values can overlap the other calls
Target sequence (Q9NXA8 whole entry, looked up): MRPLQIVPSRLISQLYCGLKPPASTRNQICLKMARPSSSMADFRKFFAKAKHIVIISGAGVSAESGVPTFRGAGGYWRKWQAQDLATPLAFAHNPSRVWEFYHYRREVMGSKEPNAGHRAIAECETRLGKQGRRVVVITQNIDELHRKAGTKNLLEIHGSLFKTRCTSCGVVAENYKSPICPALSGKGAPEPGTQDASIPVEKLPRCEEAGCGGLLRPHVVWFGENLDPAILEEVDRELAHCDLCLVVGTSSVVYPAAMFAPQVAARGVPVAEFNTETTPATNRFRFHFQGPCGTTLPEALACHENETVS
ARNT-TACC3 inh: disruptors of human ARNT/TACC3 interaction; Q9Y6A5; AlphaScreen His-ARNT PAS-B/GST-TACC3 binding, luminescence; TACC3 fragment carries E629A point mutation; inhibition, % at 9.99 µM; 390,000 compounds, 0.66% hits; AID 623870;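 active means mean inhibition of replicates at least 50% and at least half of replicates each reaching 50%; inconclusive means half or more replicates reach 50% but mean below 50%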;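 further: 0% = complete ARNT plus TACC3 wells and 100% = ARNT alone without TACC3; many hits fall short of the cut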
DENV2 CPE rescue: protects cells from dengue virus 2 cytopathic effect; AID 651640; DENV2-infected cells, cytopathic effect rescue, plate reader; 350,000 compounds, 1.7% hits; CPE inhibition, % at 9.99 µM; in the data active means CPE inhibition above about 20%, passing the limit was not always enough; inconclusive means no clear call, values can overlap the other calls; tested in BHK-21 cells;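 further: 0% = median of neutral control wells and 100% = median of positive control wells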
CASP6 VEID inh: blocks human caspase-6 cleavage activity; P55212; purified caspase-6, Z-VEID-R110 cleavage fluorescence; inhibition, % at 12.5 µM; 350,000 compounds, 0.53% hits; AID 686996;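 active means mean inhibition across replicates at least about 35%, with every replicate also reaching that limit, limit read from the data; inconclusive means only one of the two criteria met; inactive means neither criterion met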;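 further: 0% = median of neutral control wells and 100% = no fluorescence left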
Target sequence (P55212 24-179 limits assumed): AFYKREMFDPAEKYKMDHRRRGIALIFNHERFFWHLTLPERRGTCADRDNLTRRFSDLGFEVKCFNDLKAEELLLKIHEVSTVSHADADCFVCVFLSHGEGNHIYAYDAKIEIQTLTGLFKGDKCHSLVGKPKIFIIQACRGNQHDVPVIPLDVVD
Target sequence (P55212 194-293 limits assumed): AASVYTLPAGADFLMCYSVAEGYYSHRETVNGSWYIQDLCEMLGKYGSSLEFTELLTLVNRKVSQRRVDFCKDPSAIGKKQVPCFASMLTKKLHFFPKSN
LGR2 inh: blocks bursicon-induced cAMP signaling via Drosophila LGR2; HEK293 LGR2, CRE-luciferase, bursicon-stimulated, 4 h; inhibition, % at 9.99 µM; 380,000 compounds, 0.35% hits; AID 720647;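 active means drop in luminescence signal, shown as inhibition above about 50% in the replicate tests, limit read from the data, passing the limit was not always enough; inconclusive means probably only some replicates passing the limit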;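 further: agonist challenge used bursicon conditioned medium at about half maximal strength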
The depositor's hits bear a star; ? = inconclusive; . = no result given; & = joins results of further samples.

entry | canonical_smiles | CASP6 VEID inh | SIRT5 inh | LGR2 inh | ARNT-TACC3 inh | PAX8 inh HTS | EWS-Fli block | DENV2 CPE rescue
1 | O=C1c2ccccc2C(Nc2ccc3c(c2)OCCO3)N1c1ccccn1 (configuration not stated) | 1 | . | -8 | . | -28 | 6 | -3
2 | CN1CCCCN2[C@H](C1)[C@H](c1ccc(Br)cc1)[C@@H]2CO | 0 | -2 | -7 | -7 | -11 | -5 | -3
3 | COC1CCCCC1Nc1ccc(C)c(C)c1 (configuration not stated) | 3 | 14 | -1 | -4 | . | -9 | 0
4 | COc1ccc(NC(=O)N2C[C@H](O)COC[C@H]3O[C@@H](CC(=O)NC4Cc5ccccc5C4)CC[C@@H]32)cc1 | 0 | -1 | 9 | 6 | -1 | -2 | -9
5 | Cc1ccc(S(=O)(=O)Nc2ccc3c(c2)C(=O)N([C@@H](C)CO)C[C@H](C)[C@@H](CN(C)C(=O)CCC(F)(F)F)OCCCC[C@H](C)O3)cc1 | 0 | 15 | -1 | 3 | 9 | -9 | 0
6 | Cc1cccc(-n2c(O)c(C=Nc3ccccc3O)c3ccccc3c2=O)n1 | 0 | 1 | -2 | 7 | -21 | 11 | 4
7 | Cc1ccc(C(=O)COC(=O)CN2C(=O)C3C4C=CC(C4)C3C2=O)cc1C (configuration not stated) | -1 | -4 | -18 | -1 | -8 | . | 0
8 | CCO[C@H]1OC(C(=O)O)=C[C@@H](C)[C@@H]1CCCO | -3 | -2 | -1 | 8 | -25 | -8 | 3
9 | Cc1cc(C)cc(OCC(=O)Nc2ccncc2)c1 | -1 | 1 | -12 | -7 | 12 | 1 | -2
10 | C/C=C/c1cnc2c(c1)C(=O)N([C@H](C)CO)C[C@@H](C)[C@H](CN(C)Cc1ccc(F)cc1)O2 | 0 | 0 | -8 | . | 12 | 7 | ?
11 | CN(C)Cc1csc(NC(=O)Nc2ccccc2Oc2ccccc2)n1 | -6 | -4 | 2 | . | -32 | 14 | 6
12 | O=C(C[C@@H]1C[C@@H]2c3cc(NC(=O)Nc4ccc(F)cc4)ccc3O[C@@H]2[C@@H](CO)O1)NC1CCCC1 | 0 | -3 | -7 | -8 | 10 | -8 | 2
13 | C[C@H](CO)N1C[C@H](C)[C@@H](CN(C)Cc2ccccn2)Oc2ncc(C#Cc3ccccc3)cc2C1=O | 2 | 4 | -14 | 10 | 5 | -14 | 23
14 | Cc1cc(=O)oc2cc(O)cc(O)c12 | -3 | -23 | 12 | -1 | 10 | 4 | -4
15 | O=C(NCc1nnc(SCC(=O)N2CCOCC2)o1)c1c(F)cccc1Cl | -1 | . | 30 | . | -8 | 4 | .

Whole records from above. Order of values: CASP6 VEID inh	SIRT5 inh	LGR2 inh	ARNT-TACC3 inh	PAX8 inh HTS	EWS-Fli block	DENV2 CPE rescue
Cc1ccc(C(=O)COC(=O)CN2C(=O)C3C4C=CC(C4)C3C2=O)cc1C (configuration not stated) as listed: -1	-4	-18	-1	-8	.	0
Cc1cccc(-n2c(O)c(C=Nc3ccccc3O)c3ccccc3c2=O)n1 as listed: 0	1	-2	7	-21	11	4
O=C(C[C@@H]1C[C@@H]2c3cc(NC(=O)Nc4ccc(F)cc4)ccc3O[C@@H]2[C@@H](CO)O1)NC1CCCC1 as listed: 0	-3	-7	-8	10	-8	2

Remaining list, next part:
entry | canonical_smiles | CASP6 VEID inh | SIRT5 inh | LGR2 inh | ARNT-TACC3 inh | PAX8 inh HTS | EWS-Fli block | DENV2 CPE rescue
16 | COCC(=O)N1CC[C@@H]2[C@H](CO)Nc3ccc(C#Cc4ccc(F)cc4)cc3[C@@H]21 | 3 | -1 | 2 | -12 | 15 | -19 | 6
17 | COc1ccccc1N(CC(=O)Nc1ccc(C(F)(F)F)cc1)S(C)(=O)=O | 2 | -2 | 8 | -2 | 9 | 12 | -4
18 | O=C(COc1ccc2ccc(=O)oc2c1)OCc1ccccc1 | -3 | -4 | -1 | -6 | -6 | -5 | -6
19 | CCCn1c(SCC(=O)NCc2ccc(C)cc2)n[nH]c1=O | -2 | -3 | 14 | 0 | -11 | 2 | -7
20 | Cc1cnc(NC(=O)C2(c3ccccc3)CC2)s1 | 1 | 7 | -19 | 0 | -33 | -37 | 1
21 | Cc1ccc(OCC(=O)N(Cc2cccs2)C2CCS(=O)(=O)C2)cc1 (configuration not stated) | -1 | -2 | 2 | 2 | 8 | -7 | -1
22 | Cc1cccc(N(CC(=O)NC2CCCC2)C(=O)CCC(=O)Nc2nc(C)cs2)c1 | 1 | 1 | 14 | -3 | 11 | -10 | 6
23 | CCOc1ccccc1-c1ccc(C(=O)NCc2ccccc2)o1 | 3 | -10 | -5 | 8 | -12 | 6 | 1
24 | Cc1cccc(C)c1NC(=O)C(C)Sc1n[nH]c(-c2ccncc2)n1 (configuration not stated) | 1 | -2 | -1 | -4 | -1 | -6 | 3
25 | C[C@H](CO)N1C[C@H](C)[C@H](CN(C)Cc2cccnc2)Oc2cc(Br)ccc2S1(=O)=O | 5 | -2 | . | 1 | . | 3 | 9
26 | O=C(Cc1csc(NC(=O)Nc2cccc(Cl)c2)n1)NCc1cccnc1 | 3 | 1 | -16 | 10 | -49 | -24 | -1
27 | CC(=O)Nc1sc2c(c1C(c1ccccn1)N1CCCC1)CCCC2 (configuration not stated) | 1 | 1 | 2 | 20 | -12 | 4 | 3
28 | O=C(OCC(=O)N1CCCCCC1)c1cccnc1Cl | -1 | -5 | -13 | -1 | -90 | -5 | 6
29 | CCOC(=O)/C(=N\Nc1ncnc2ccccc12)c1ccc(OC)cc1 | 0 | -4 | -13 | 14 | -41 | -4 | -1
30 | Oc1ccc(/C=N/NC(=S)N2CCOCC2)cc1 | -4 | 3 | -11 | 40 | -41 | -2 | -4
31 | Nc1cccnc1S(=O)(=O)c1cccc(C(F)(F)F)c1 | 1 | -2 | 1 | -2 | 23 | 8 | 0
32 | Cc1ccc(C)c(NC(=O)C2CCN(S(=O)(=O)c3ccc4c(c3)NC(=O)CO4)CC2)c1 | 4 | 8 | -16 | -7 | 12 | . | -2
33 | COCCCNC(=S)NNC(=O)c1cc(Cl)c(O)c(Cl)c1 | -1 | 2 | -10 | . | 3 | 7 | 1
34 | S=c1[nH]nc(COc2ccccc2)n1/N=C/c1c(Cl)cccc1Cl | -1 | 3 | 8 | -3 | 5 | -4 | 7
35 | C[n+]1cccc(/C=N/Nc2nc(Cl)c(C#N)c(Cl)c2Cl)c1 | -8 | 5 | 2 | . | 10 | -5 | ?
36 | CC(OC(=O)c1ccc(Cl)cc1)C(=O)NCc1ccc2c(c1)OCO2 (configuration not stated) | -1 | 0 | 11 | -4 | -2 | -4 | 9
37 | Cc1ccc(S(=O)(=O)N[C@H]2CC[C@H](CCNC(=O)Nc3ccc(Cl)cc3)O[C@H]2CO)cc1 | 0 | 2 | -8 | . | -8 | -29 | -2
38 | Cc1cc(C(=O)OCC(=O)Nc2cccc(S(=O)(=O)N(C)C)c2)c2ccccc2n1 | 2 | 1 | ? | -2 | -1 | 8 | -1
39 | C[C@@H]1CCCCO[C@@H](CN(C)C(=O)Nc2ccccc2)[C@H](C)CN([C@@H](C)CO)C(=O)c2cc(NS(C)(=O)=O)ccc2O1 | -2 | 1 | 2 | -3 | -3 | -4 | 43*
40 | CCOc1ccc(NC(=O)C(NC(=O)C2CCC(C)CC2)C(C)C)cc1 (configuration not stated) | 0 | -5 | 11 | -3 | 7 | 2 | -1
41 | O=C(C1=C[C@@H](c2coc3ccccc3c2=O)C[C@@H](OCCCCO)O1)N1CCN(Cc2ccc3c(c2)OCO3)CC1 | 0 | -3 | -7 | 2 | 12 | 6 | -7
42 | COc1ccc(S(=O)(=O)Nc2ccc3c(c2)C(=O)N([C@H](C)CO)C[C@H](C)[C@@H](CN(C)S(=O)(=O)c2cccs2)OCCCC[C@@H](C)O3)cc1 | 1 | 9 | 1 | -1 | -6 | -9 | 2
43 | COc1ccc(/C(N)=N/OC(=O)c2ccc3c(c2)OCO3)cc1OC | 1 | -1 | -34 | -2 | . | -78 | -2
44 | Cc1cc(OCc2cc(C(=O)N3CCCCCC3)no2)cc(C)c1Cl | 0 | -2 | -55 | 0 | -224 | -99 | 1
45 | COc1cccc(-c2noc(-c3ccc(Cl)nc3)n2)c1 | 0 | -10 | -2 | . | -72 | -87 | -3
46 | O=C(C[C@@H]1CC[C@H]2[C@@H](COC[C@H](O)CN2Cc2ccc(Oc3ccccc3)cc2)O1)N1CCCCC1 | 2 | -1 | -5 | 9 | 20 | 10 | 14
47 | O=C1CN(C(=O)c2ccc(F)c(S(=O)(=O)N3CCOCC3)c2)c2ccccc2N1 | -5 | 2 | -7 | 1 | 1 | 3 | 12
48 | C[C@H](CO)N1C[C@H](C)[C@H](CN(C)C(=O)NC2CCCCC2)Oc2c(NC(=O)c3nc4ccccc4s3)cccc2C1=O | 0 | 8 | -7 | -8 | . | 0 | ?
49 | COc1cccc(S(=O)(=O)N(C)C[C@@H]2Oc3ncc(C#CC(C)(C)O)cc3C(=O)N([C@H](C)CO)C[C@@H]2C)c1 | 2 | -18 | 5 | -11 | . | -19 | 3
50 | Cc1ccc(S(=O)(=O)N2CCN(C(=O)CSc3n[nH]c(N)n3)CC2)c(C)c1 | 0 | -1 | 1 | -16 | -10 | 4 | .
51 | COc1ccc2c3c([nH]c2c1)[C@@H](CO)N(C)CC31CCN(C(=O)C2CC2)CC1 | . | . | -23 | . | . | -4 | -11
52 | COc1ccc(CCNC(=O)CSCc2ccc(Cl)cc2)cc1OC | 5 | -2 | -3 | -4 | 0 | 6 | -1
53 | COc1ccc(NC(=O)CSc2ccc(F)cc2)cc1S(=O)(=O)N1CCCCC1 | . | . | 21 | -4 | 7 | . | .
54 | CN(C(=O)CN(C)S(=O)(=O)c1ccc(F)cc1)c1c(N)n(Cc2ccccc2)c(=O)[nH]c1=O | -1 | -1 | -5 | 24 | . | -2 | -8
55 | COc1cc(NC(=O)c2cc3ccccc3cc2O)c(OC)cc1Cl | 2 | -1 | 35 | 10 | 72* | -10 | -2
56 | CCn1c(=O)c(C(=O)NCCc2ccc(OC)c(OC)c2)c(O)c2ccccc21 | -2 | 13 | -2 | -4 | 26 | -8 | -3
57 | C[C@@H]1CN([C@H](C)CO)S(=O)(=O)c2ccc(Br)cc2O[C@H]1CN(C)C(=O)Nc1ccccc1 | 0&1 | -4&-3 | 4&-26 | -5 | 7 | -1&4 | 0&-5
58 | CCCCCCNC(=O)C(=O)NCCc1ccc(Cl)cc1 | -2 | -3 | 12 | -5 | 6 | 5 | .

Filtered by structure: the compounds so far with bromine
entry | canonical_smiles | CASP6 VEID inh | SIRT5 inh | LGR2 inh | ARNT-TACC3 inh | PAX8 inh HTS | EWS-Fli block | DENV2 CPE rescue
2 | CN1CCCCN2[C@H](C1)[C@H](c1ccc(Br)cc1)[C@@H]2CO | 0 | -2 | -7 | -7 | -11 | -5 | -3
25 | C[C@H](CO)N1C[C@H](C)[C@H](CN(C)Cc2cccnc2)Oc2cc(Br)ccc2S1(=O)=O | 5 | -2 | . | 1 | . | 3 | 9
57 | C[C@@H]1CN([C@H](C)CO)S(=O)(=O)c2ccc(Br)cc2O[C@H]1CN(C)C(=O)Nc1ccccc1 | 0&1 | -4&-3 | 4&-26 | -5 | 7 | -1&4 | 0&-5
